AT treatment: qHTS Assay for Identifying a Potential Treatment of Ataxia-Telangiectasia; Potency, µM (series often up to 57.5 µM), without a hit: at the top dose activation, hits mostly activators; actives 0.19% (n = 320,000); AID 485349, 2010; […] A-T fibroblasts, KAP-1 phosphorylation AlphaLISA; neocarzinostatin DNA damage 30 min before lysis; also: potency is read from the fitted curve at half-maximal effect; % of control where 0% means no effect; nearly all actives have a fitted effect of over 45% in size
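hTERT-immortalized A-T patient fibroblasts ([…]), 500 cells/well in OPTI-MEM, 1% FBS, got compounds for 60 min, then NCS for 30 min at 37C. Lysates were then assayed for phospho-KAP-1 by AlphaLISA (anti-pKAP1 donor, anti-KAP1 acceptor beads), 6 hr at 25C.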
Mito fusion act: qHTS Assay for Small Molecule Inhibitors of Mitochondrial Division or Activators of Mitochondrial Fusion; S. cerevisiae fusion-defective mutant growth rescue, CellTiterGlo 48 h; Potency, µM (highest dose often 46.1 µM), for inactives: at the highest dose growth rescue (activation), hits mostly activators; actives 0.23% (n = 320,000); AID 485298, 2010;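 also: potency is read from the fitted curve at half-maximal effect; % of control where 0% means no effect; nearly all actives have a fitted effect of over 45% in size; temperature-sensitive fusion mutants such as fzo1-1 at 37 °C on non-fermentable ethanol glycerol medium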
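S. cerevisiae fusion-defective temperature-sensitive mutants (e.g. fzo1-1, mgm1-5) grown 48 h at 37C in YPEG (ethanol/glycerol non-fermentable) medium with 23 nl compound per well; growth rescue read as CellTiterGlo luminescence.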
Integrin act MD: qHTS for Activators of Integrin-Mediated Alleviation for Muscular Dystrophy; alpha7betagal myoblasts, beta-gal FDG fluorescence, 48 h; Potency, µM (doses to about 38.3 µM), without a hit: top-dose activation, most hits filed as activators; actives 0.064% (n = 350,000); AID 624291, 2012;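 also: potency is read from the fitted curve at half-maximal effect; 100% = response of the positive control SU9516; nearly all actives have a fitted effect of over 60% in size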
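alpha7betagal+/- myoblasts (passage 13, 250/well) treated 48 h at 37C with compounds at 1:260 dilution of DMSO stock. Lysed, then beta-galactosidase activity read as FDG fluorescence (ex 480/em 540) after 30 min, with pre-read for autofluorescence.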
TSHR antagonist: Antagonists of the Thyroid Stimulating Hormone Receptor: HTS campaign; activity change, negative = inhibition, % at 11.5 µM; Thyrotropin receptor (Homo sapiens), P16473; actives 0.2% (n = 330,000); TSHR-expressing cells, TSH-stimulated cAMP HTRF, 2 h; stronger effect = lower value;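 active = activity change below a set negative limit, meaning inhibition stronger than a set level, cut at about -70% in these data; inconclusive = activity change between two set negative limits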; also: % is scaled to controls: 0 for no effect and ±100 for the full control effect
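Freshly harvested TSHR cells receive pin-tooled compound, then EC80 TSH at 4nM final. After 2 hours at 37 deg C, antibody in lysis buffer and cAMP-d2 are added; 30 minutes at ambient temperature precede the HTRF read.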
Tb PFK block: qHTS Assay to Find Inhibitors of T. brucei phosphofructokinase; ATP-dependent 6-phosphofructokinase (Trypanosoma brucei brucei), O15648; T. brucei PFK, ADP-Glo luminescence; AID 485367, 2010; Potency, µM (doses to about 57.5 µM), for the others: at the highest dose activity, negative = inhibition, most hits filed as inhibitors; actives 0.17% (n = 330,000);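 also: potency is read from the fitted curve at half-maximal effect; 0% = uninhibited 1x PFK enzyme wells and -100% = no-enzyme wells; nearly all actives have a fitted effect of over 60% in size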
Target sequence (O15648 whole entry, looked up): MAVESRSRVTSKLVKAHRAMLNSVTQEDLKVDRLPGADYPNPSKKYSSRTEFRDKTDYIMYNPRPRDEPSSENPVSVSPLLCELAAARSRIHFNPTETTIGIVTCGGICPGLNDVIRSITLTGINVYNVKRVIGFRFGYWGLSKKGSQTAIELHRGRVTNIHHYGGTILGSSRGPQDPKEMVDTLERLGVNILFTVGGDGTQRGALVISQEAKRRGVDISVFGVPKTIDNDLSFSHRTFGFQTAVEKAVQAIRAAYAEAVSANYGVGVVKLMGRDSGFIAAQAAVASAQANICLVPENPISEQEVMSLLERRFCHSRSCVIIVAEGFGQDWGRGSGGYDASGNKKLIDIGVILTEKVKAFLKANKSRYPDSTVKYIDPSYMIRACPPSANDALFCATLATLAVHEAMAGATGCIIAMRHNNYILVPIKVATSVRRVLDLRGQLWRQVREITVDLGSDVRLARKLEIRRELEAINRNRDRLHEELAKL
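PFK 1.25 nM, F6P 0.5 mM, ATP 0.1 mM, 0.1 M TEA pH 8.0, 5 mM MgCl2, 0.01% Tween20, 0.1% BSA; 45 min RT. ADP-Glo readout. qHTS titration up to 57 uM; curves fitted, compounds curve-classed.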
S-ASM inh: Inhibitors of Secretory Acid Sphingomyelinase (S-ASM): qHTS; Sphingomyelin phosphodiesterase (Homo sapiens), P17405; placental ASM, HMU-PC fluorogenic substrate, 60 min; Potency, µM (top dose mostly 57.5 µM), inactives show at the top dose activity change, negative = inhibition, most hits filed as inhibitors; actives 0.006% (n = 340,000); AID 504937, 2011; also: potency is read from the fitted curve at half-maximal effect
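HMU-PC0 cleavage (9 uM final) by human placental ASM, 60 min at 37 °C following 10 min compound exposure at RT; stopped at pH 10, fluorescence Ex 386/Em 447 nm.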
Eya2 phos inh: qHTS Assay for Inhibitors of the Phosphatase Activity of Eya2; AID 488837, 2010; actives 0.006% (n = 330,000); recombinant Eya2, OMFP fluorescence dephosphorylation (OMFP is methylfluorescein phosphate); Potency, µM (doses to about 76.9 µM), for the others: at the top dose activity, negative = inhibition, usual class: inhibitors; also: potency is read from the fitted curve at half-maximal effect; % is scaled to controls: 0 for no effect and ±100 for the full control effect
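Eya2 (0.2 uM) preincubated 10 min at ambient with compound, then OMFP substrate added at 50 uM; 10 min reaction in 50 mM HEPES pH 7.5, 50 mM NaCl, 5 uM MgCl2, 0.05% BSA, 1 mM DTT. Fluorescence read at Ex 485/Em 525 nm.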
TCR act: Activators of T cell receptors: qHTS campaign; primary human leukocytes, anti-CD3, IL-2 HTRF, 48 h; Potency, µM (series often up to 9.22 µM), for inactives: at the top dose activation of IL-2 secretion, actives largely listed as activators; 330,000 tested, under 10 active; AID 504894, 2011; also: % of control where 0% means no effect
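Activity was scored as IL-2 release from primary human leukocytes given only a TCR signal (a-CD3 beads) plus compound for 48 hr. Detection used a two-antibody HTRF format read at 665nm.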
BCR signal inh: qHTS Assay to Find Inhibitors of Chronic Active B-Cell Receptor Signaling; ABC-DLBCL IkBa-CBG/CBR reporter, luminescence ratio, 4 h; Potency, µM (top dose mostly 46.1 µM), for the others: at the top dose ratio change, negative = lower green/red ratio, usual class: inhibitors; actives 0.05% (n = 340,000); active = well fitted inhibition curve with a large enough effect in the signal ratio, with a control signal flat, not every such curve was filed as active; inconclusive = small, poorly fitted or top-dose-only effect, or effect the other way, or a change in a side signal; the % refers to the signal ratio;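 also: potency is read from the fitted curve at half-maximal effect; plate controls were basal doxycycline-induced cells for no effect and cells given 10 µM MG132 for full effect; MG132 reads +100%, hits lower the ratio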
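Concentration-response series (up to 46 uM) were applied to TMD8 dual-reporter cells for 4 h at 37C with doxycycline. Green/red ratio, after filter-overlap correction, defined %Activity; red signal alone was normalised to basal cells and zero luminescence.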
TSG101-PTAP inh: qHTS Assay for Iinhibitors of HIV-1 Budding by Blocking the Interaction of PTAP/TSG101 | Tumor susceptibility gene 101 protein (Homo sapiens), Q99816 | Fluorescence polarization, FITC-PTAP peptide / Tsg101 binding | Potency, µM (titrated, usually from 115 µM), without a hit: at the highest dose activity change, negative = inhibition, hits mostly inhibitors | 340,000 tested, under 10 active | AID 493005, 2010; active = well fitted inhibition curve with a large enough effect in the main read-out, with a control signal flat, not every such curve was filed as active; inconclusive = small, poorly fitted or top-dose-only effect, or effect the other way, or a change in a side signal; inactive = no such curve, though single readings can be large or run the other way; also: potency is read from the fitted curve at half-maximal effect; % of control where 0% means no effect
Target sequence (Q99816 whole entry, looked up): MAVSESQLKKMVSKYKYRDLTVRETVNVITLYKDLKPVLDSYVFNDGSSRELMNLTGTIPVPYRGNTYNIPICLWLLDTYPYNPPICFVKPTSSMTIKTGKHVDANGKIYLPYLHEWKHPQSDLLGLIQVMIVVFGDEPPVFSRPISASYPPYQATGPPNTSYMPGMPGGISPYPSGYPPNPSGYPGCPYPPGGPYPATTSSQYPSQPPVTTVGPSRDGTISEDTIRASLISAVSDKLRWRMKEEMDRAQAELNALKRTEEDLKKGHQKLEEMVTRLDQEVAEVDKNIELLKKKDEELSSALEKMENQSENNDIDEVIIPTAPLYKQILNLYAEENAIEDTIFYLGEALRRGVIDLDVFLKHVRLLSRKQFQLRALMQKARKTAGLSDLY
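Compounds were pin-transferred onto Tsg101 binding domain (10 uM final) in HEPES pH 7.5 buffer, then FITC-PTAP peptide was added at 50 nM final. After 20 min at RT, polarization reported peptide displacement across a qHTS concentration series.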
ELG1 repair inh: qHTS screen for small molecules that inhibit ELG1-dependent DNA repair in human embryonic kidney (HEK293T) cells expressing luciferase-tagged ELG1; HEK293T ELG1-luciferase reporter, luminescence, 16 h; DNA damage induced by 5-fluorouridine; Potency, µM (top dose mostly 46.1 µM), for the others: top-dose activity change, negative = inhibition, usual class: inhibitors; actives 2.3% (n = 330,000); AID 504467, 2011; also: potency is read from the fitted curve at half-maximal effect; % is scaled to controls: 0 for no effect and ±100 for the full control effect; nearly all actives have a fitted effect of over 55% in size
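5-Fluorouridine DNA damage + compound/DMSO, 2,000 cells/well, 16 h, 37 °C/5% CO2. ONE-Glo, 30 min RT, luminescence. Readout = decrease in reporter signal.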
Numbers without * were called inactive; ? = inconclusive; . = no result given; [ ] = dose if it differs, or a comment. Unless noted, calls follow the shape of the dose curve; as a rule, active = well fitted curve in the direction sought with a large enough effect; inconclusive = small, poorly fitted or top-dose-only effect, or another doubt; inactive = no such curve, though single readings can be large; an effect the other way counts as inactive or inconclusive.

Each structure is followed by: AT treatment, Mito fusion act, Integrin act MD, TSHR antagonist, Tb PFK block, S-ASM inh, Eya2 phos inh, TCR act, BCR signal inh, TSG101-PTAP inh, ELG1 repair inh
O=C(NCCCN1CCCC1=O)C1CCN(S(=O)(=O)c2cccc(Cl)c2Cl)CC1
  -2%, 0%, -17%, 1, -1%, -3%, 3%, -3%, ?, -7%, 14%
CCS(=O)(=O)N1CCN(C2Cc3ccccc3C2)CC1
  2%, -4%, 19%, -1, 0%, 0%, -16%, 2%, ?, -5%, 0%
COc1ccccc1OCCSc1nc(N)cc(N)n1
  -2%, 0%, 13%, 4, -5%, 1%, -9%, 10%[46.1 µM], -6%, -2%, ?
CC(=O)Nc1ccc(S(=O)(=O)NCCSCc2ccco2)cc1
  -2%, 5%, -33%, 3, -2%, -4%, -16%, -2%, -22%, -1%, -28%
Cc1ccc(Cn2nc(C)c3cc(C(=O)OCC(N)=O)sc32)cc1
  -2%, -3%, -4%, 7, 4%, -2%, 10%, -3%, ?, -3%, -14%
O=C1c2ccccc2C(O)N1Cc1ccccc1 (centres undefined)
  -9%, 0%, -22%, 0, -4%, 3%, -7%, -11%, 2%, -12%, 16%
O=C(CNC(=O)c1ccc(Br)o1)NC12CC3CC(CC(C3)C1)C2
  0%, 2%, 6%, 0, -1%, -1%, 3%, 1%, 0%, 0%, ?
CCOC(=O)c1cnn(-c2nc3c(C)cccc3s2)c1C(F)(F)F
  11%, -6%, -9%, -4, 1%, -1%, -4%, 0%, 19%, -4%, 3%
OCCC1CN(Cc2ccc3cc(Cl)ccc3n2)CCN1Cc1ccsc1 (centres undefined)
  2%, -4%, -37%[inhibitor], 3, -7%, -4%, -18%, 1%, -8%, 0%, ?
COc1ccc(C(=O)Nc2cccc(NC(C)=O)c2)cc1OC
  -6%, -3%, 33%, 5, -1%, -2%, -12%, 29%, ?, -2%, ?
CN(C)CCCOC(=O)CCc1ccccc1
  0%, -2%, 0%, 6, 10%, 1%, 5%, 9%, -2%, -1%, 0%
CCOc1cccc2cc(C(=O)Nc3nccs3)c(=O)oc12
  -4%, -1%, 9%, -2, 0%, -2%, -3%, 6%, ?, 1%, 25%
CCN(CC)CCNC(=S)Nc1ccc2nc(N3CCOCC3)cc(C)c2c1
  9%, 4%, -50%[inhibitor], -2, -1%, 188%[activator], ?, -13%, -4%, -2%, 3%
COc1ccccc1N1CCN(CC(O)c2ccc3cc[nH]c3c2)CC1 (centres undefined)
  -10%, 7%, 16%, 1, 3%, 6%, 0%, -2%, 1%, 0%, -5%
CCOC(Cn1c(CCCO)nc2ccccc21)OCC
  -7%, -1%, -3%, 11, -3%, 2%, 13%, 17%, -6%, 0%, 4%
O=C(C[C@@H]1C/C=C\C[C@@H](NC(=O)OCC2c3ccccc3-c3ccccc32)C(=O)OC[C@@H](Cc2ccccc2)NC1=O)NCCO
  8%, ., -21%, -3, -1%, -4%, -6%, 1%, 1%, -3%, -5%
CCS(=O)(=O)NCc1csc(C)n1
  -3%, 2%, 2%, 6, -3%, 6%, -24%, 3%, -4%, -1%, 13%
O=C(O)CCCCCNC(=O)c1ccccc1
  ., 0%, 14%, 4, 0%, 6%, 16%, 0%, ?, -3%, 14%
CC(C)=NNc1nc2c(c(=O)n(C)c(=O)n2C)n1CCc1ccccc1
  -2%, -2%, 20%, -6, -7%, 3%, 2%, 15%, ?, -1%, -10%
Cc1ccnc(NS(=O)(=O)c2ccc(N=CC3=C(O)CC(C)(C)CC3=O)cc2)n1
  8%, -4%, -9%, 6, 8%, 7%, 8%, 7%, ?, -6%, 2%
Cc1ccccc1SC1CCN(C(=O)C2CCC(=O)N(C3CC3)C2)CC1 (centres undefined)
  18%, 4%, 13%, -10, 1%, 1%, -1%, -3%, -1%, -6%, -6%
CC(C)(Cc1ccccc1)/[N+]([O-])=C\c1ccccc1
  -4%, 2%, 6%, 9, 0%, 0%, 4%, 5%, -1%, 1%, 17%
Cc1ccc(NS(=O)(=O)c2ccc3c(c2)C(=O)c2ccccc2C3=O)c(C)c1
  -1%, 2%, 2%, -3, 6%, -26%, 0%, -2%, -2%, -4%, ?
CCn1cc(C(=O)N2CCc3ccccc32)c(=O)c2cc(S(=O)(=O)N3CCOCC3)ccc21
  3%, -2%, -14%, 7, 2%, 0%, 4%, -8%, 3%, -2%, -1%
O=C(CSc1nnc2ccccn12)Nc1ccc(S(=O)(=O)N2CCOCC2)cc1
  1%, 0%, -25%, 10, -2%, 2%, 1%, 5%, 6%, -1%, 3%
CCC(C)NS(=O)(=O)c1cc2c3c(c1)CCN3C(=O)CC2 (centres undefined)
  -4%, 2%, 6%, 5, -2%, 0%, -4%, 17%, -1%, 0%, ?
COc1ccc(CCN(Cc2nc3ccccc3c(=O)[nH]2)C(=O)c2ccco2)cc1
  1%, 3%, -35%, 2, 0%, 0%, -13%, -13%, 8%, -4%, ?
COCCN(CCOC)c1nc(-c2ccc(C)cc2)nc2ccccc12
  7%, -2%, 13%, 1, 1%, 8%, -8%, ., 10%, -5%, ?
CCOC(=O)/C(C#N)=C/c1cc2ccccc2nc1N1CCOCC1
  0%, -3%, -24%, -2, 2%, 1%, 3%, -3%[46.1 µM], 1%, -3%, 7%
O=C1CSC(c2ccccc2)N1CC12CC3CC(CC(O)(C3)C1)C2 (centres undefined)
  -3%, 1%, -7%, -14, 0%, 1%, ?, ., -9%, -3%, 2%
Cc1ccc2nc(SCC(=O)Nc3ccccc3F)nc(=O)n2c1
  1%, -9%, -40%[inhibitor], 7, 0%, 1%, 2%, 8%, 0%, 0%, 16%
Cc1[nH]c(C)c(S(=O)(=O)Nc2ccc(F)cc2Cl)c1C(=O)N1CCCC1
  -14%, 0%, -3%, 8, 2%, 3%, 19%, 8%, 0%, -6%, ?
C=CCn1c(SCC(=O)NC2CCCCC2)nnc1-c1ccccn1
  12%, 1%, -14%, 19, 1%, 1%, 5%, 1%, -1%, 0%, -4%
COc1cc(CCC(=O)N2CCN(c3cccc(C)c3C)CC2)cc(OC)c1OC
  -4%, 10%, -25%, -6, -8%, -2%, -2%, 5%, -9%, 0%, 18µM*
Cc1ccc(C)c(NC(=S)N2CCN(Cc3ccccc3)CC2)c1
  11%, 1%, ?, 26, 2%, 0%, -11%, 1%, -2%, -8%, 5%
CCSC(=S)Nc1c(C)n(C)n(-c2ccccc2)c1=O
  -3%, 2%, -37%, -10, 2%, -2%, -14%, -7%, 5%, -3%, -7%
Cc1ccc(-c2nn(-c3ccccc3)cc2/C=C(\C#N)C(=O)NCc2ccccc2)cc1
  2%, -4%, 24%, 3, -2%, 73%[activator], 0%, -11%[46.1 µM], 2%, -2%, 2%
O=C1c2[nH]nc(-c3ccccc3O)c2C(c2cccc(Cl)c2)N1CC1CCCO1 (centres undefined)
  7%, 1%, 6%, 3, -2%, -12%, -19%, -1%, ?, 0%, ?

Part of the list above, limited to TSHR antagonist:
mol	TSHR antagonist
CCOc1cccc2cc(C(=O)Nc3nccs3)c(=O)oc12	-2
CCN(CC)CCNC(=S)Nc1ccc2nc(N3CCOCC3)cc(C)c2c1	-2
